# Compound activity: PubChem, Broad Institute
# ARNT-TACC3 inh = disrupts binding between human ARNT and TACC3 | Q9Y6A5 | 0.66% of 390,000 active | AID 623870 | inhibition, % at 9.99 µM | AlphaScreen His-ARNT PAS-B/GST-TACC3 binding, luminescence; TACC3 fragment carries E629A point mutation;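 active means mean inhibition of replicates at least 50% and at least half of replicates each reaching 50%; inconclusive means half or more replicates reach 50% but mean below 50%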;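 further: 0% = complete ARNT plus TACC3 wells and 100% = ARNT alone without TACC3; many hits fall short of the cut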
# CFTR F508del cor = correctors of CFTR F508del function in bronchial epithelial cells. CFBE cells, YFP halide quenching; stimulated with forskolin plus potentiator P3; % fluorescence drop versus neutral controls. activity (quench increase), % at 7.58 µM. 0.36% of 350,000 active. AID 720511;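 active means mean added fluorescence quench of at least 8% versus neutral control, with both replicates also reaching 8%; inconclusive means only one of the mean or replicate conditions met; inactive means mean below 8% and not both replicates reaching 8%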;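 further: cells transiently co-express mutant CFTR-F508del with the halide-sensitive YFP; corrector assay measuring rescue of mutant channel to the surface after 24 h compound exposure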
# INS-1E GSIS act = GLuc luminescence reporter in INS-1E cells, primary screen for activators of glucose-dependent secretion of insulin; 0.61% of 370,000 active; activation, % at 16.6 µM; INS-1E GLuc reporter insulin secretion, 2-3 h;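 active means lowest replicate activation of at least 40%, so every replicate reaches that level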;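 further: 0% = median of neutral control wells and 100% = median of IBMX positive control wells; some compounds called inactive have numbers as strong as hits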
# PAX8 reporter = inhibitors of PAX8 transcriptional activity in RMG-I cells | AID 652154 | RMG-I TPO-luciferase reporter, SteadyGlo, 24 h | inhibition, % at 12.6 µM | 1.2% of 360,000 active;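 active means mean replicate inhibition at least 60% with every replicate also reaching 60%; inconclusive means only one of the two criteria is met; inactive means mean below 60% and not all replicates reaching 60%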;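 further: luciferase light reporting Pax8 driven TPO promoter activity; plate controls were median of neutral control wells for no effect and mitoxantrone controls for full effect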
# DENV2 CPE rescue = DENV2-induced cell death inhibition. DENV2-infected cells, cytopathic effect rescue, plate reader. 1.7% of 350,000 active. CPE inhibition, % at 9.99 µM; in the data active means CPE inhibition above about 20%, passing the limit was not always enough; inconclusive means no clear call, values can overlap the other calls; tested in BHK-21 cells;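 further: 0% = median of neutral control wells and 100% = median of positive control wells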
# EWS-Fli block = blocks EWS/Fli oncoprotein-driven transcription; AID 651661; 0.67% of 350,000 active; A673 NR0B1-luciferase reporter, viability-normalised; inhibition, % at 12.6 µM;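 active means mean inhibition of at least 50% after viability correction, with every replicate also passing that limit; inconclusive means mean reaches 50% but only one of two replicates passes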;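 further: firefly luciferase signal divided by Alamar Blue viability fluorescence both relative to DMSO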
# XiGFP reactiv = reactivates the inactive X chromosome in mouse fibroblasts; XiGFP mouse fibroblasts, % GFP-positive cells imaging, 3 d; cells co-treated with 5-aza-dC sensitizer; scaled so ellipticine positive control = 100%; 0.055% of 360,000 active; AID 743238; activation, % at 7.58 µM;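 active means mean normalized replicate activation at least 10% and every replicate at or above 10%; inconclusive means only one of the two criteria met; inactive means mean below 10% and not all replicates reach 10%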;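 further: 0% = median of on-plate neutral control wells and 100% = ellipticine 6 µM median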
#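 material = 68-5-11 XiGFP fibroblast line | medium = DMEM plus 5-aza-dC sensitizer | schedule = 3 days compound exposure | benchmarks = positive control ellipticine, 6 µM final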
# ERp5 block = ERp5 (human) disulfide isomerase inhibition; 0.05% of 350,000 active; Q15084; inhibition, % at 9.99 µM; ERp5 insulin aggregation, absorbance 650 nm, 90 min; AID 651711;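 active means mean replicate inhibition above about 25%, with every replicate also reaching it, limit read from the data, passing the limit was not always enough; inconclusive means only one of those two criteria met; inactive means neither criterion met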
# Target sequence (Q15084 whole entry, looked up): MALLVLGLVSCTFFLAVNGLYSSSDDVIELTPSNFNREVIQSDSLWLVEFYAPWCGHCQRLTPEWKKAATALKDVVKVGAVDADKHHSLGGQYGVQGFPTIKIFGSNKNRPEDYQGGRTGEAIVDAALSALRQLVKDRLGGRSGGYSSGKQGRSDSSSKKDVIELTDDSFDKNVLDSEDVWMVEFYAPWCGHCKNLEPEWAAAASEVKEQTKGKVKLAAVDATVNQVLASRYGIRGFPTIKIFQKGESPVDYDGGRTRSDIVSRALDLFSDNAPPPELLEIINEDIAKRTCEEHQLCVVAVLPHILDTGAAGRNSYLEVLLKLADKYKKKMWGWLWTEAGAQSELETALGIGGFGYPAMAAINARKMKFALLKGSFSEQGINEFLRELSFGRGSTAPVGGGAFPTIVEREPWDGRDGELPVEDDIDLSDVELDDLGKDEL
# Starred values were filed as active, the others as inactive; ? = inconclusive; / = not tested or not shown.
SMILES,ARNT-TACC3 inh,CFTR F508del cor,INS-1E GSIS act,PAX8 reporter,DENV2 CPE rescue,EWS-Fli block,XiGFP reactiv,ERp5 block
CC[C@H](C)[C@H]1CNC(=S)N1CC1CCN(CCC(C)(C)C)CC1,-4,2.2,3,-13,0,0,-0.1,2
CC(=O)NC[C@H]1[C@H](c2ccc(-c3ccccc3)cc2)[C@H](CO)N1C(=O)C1CCC1,-18,-0.9,-7,-12,-9,-13,0.0,7
CCOc1ccc(-c2cnc(NCc3cccc4ccccc34)n2CCOC)cc1,4,4.9,-16,-5,-3,18,0.0,4
Cn1cnc(S(=O)(=O)N2CCCCN3[C@H](CO)[C@H](c4ccc(-c5ccccc5F)cc4)[C@H]3C2)c1,4,-0.5,-24,-30,8,-18,0.1,-4
Cc1cc(C(=O)N2CCc3ccccc32)ccc1[N+](=O)[O-],/,-4.1,20,-24,-9,-9,1.1,0
COc1cccc(N2CCN(C(=S)Nc3cc(C)cc(C)c3)CC2)c1,-8,/,-1,16,0,10,0.0,-62
O=C(NCC[C@H]1CC[C@@H](NC(=O)C2CCCC2)[C@@H](CO)O1)c1cc(Cl)cc(Cl)c1,14,-1.5,-3,0,-8,9,-0.8,0
CO[C@@H]1CN(C)C(=O)c2ccc(NC(C)=O)cc2OC[C@@H](C)N(Cc2ccncc2)C[C@H]1C,/,-2.0,1,/,/,4,-0.1,/
C[C@@H]1CN([C@H](C)CO)C(=O)CCCn2nncc2CO[C@H]1CN(C)C(=O)Nc1cccc(C(F)(F)F)c1,1,-3.0,-22,-5,3,-4,-0.1,1
O=C(NCc1ccc(F)cc1)c1cc(C2CCCCN2C(=O)CCCc2ccccc2)on1 (stereo not drawn),/,-0.8,-14,-6,9,1,0.0,3
CCOC(=O)Cn1c(=O)oc2cc(S(=O)(=O)NCCC(C)C)ccc21,-1,-2.9,/,4,-6,6,-0.1,4
CC(C)N1C(=O)NC2NC(=O)N(C(C)C)C21 (stereo not drawn),/,-0.1,-1,12,-2,1,0.4,-6
CCc1ccc(C(=O)C(C)OC(=O)c2cccc(S(=O)(=O)N3CCOCC3)c2)cc1 (stereo not drawn),5,-0.2,-9,19,0,0,-0.1,2
O=C(c1ccc(COc2ccc(Cl)cc2)cc1)N1CCCCC1,/,-1.6,-13,-76,1,-29,0.1,1
C=CCOc1c(Br)cc(/C=N/Nc2ccc(C(=O)O)cc2)cc1OCC,15,/,/,-138,-1,-36,0.5,-10
O=S(=O)(c1ccc(F)cc1)N1CCCC(c2nc(-c3ccc(F)cc3)no2)C1 (stereo not drawn),-1,-0.3,-17,3,3,-10,0.0,3
CCc1ccc(N2C(=O)C3C(C2=O)N2CCCN2C3c2ccccc2)cc1 (stereo not drawn),7,-2.1,/,-13,0,10,0.1,/
C[C@@H](CN1C(=O)C(=O)NC[C@@H]1Cc1ccc(O)cc1)NC(=O)Cc1ccccc1,-5,1.7,0,-21,2,-5,0.1,2
CCc1noc(C)c1C(=O)N(CC)CC(=O)NCc1ccc(F)cc1,/,0.1,13,-21,-10,2,0.1,6
CCC1=CC(c2ccccc2)n2ncnc2N1 (stereo not drawn),4,-1.1,16,-1,/,-13,0.0,/
Cc1ccc(OCC(=O)N2CCc3ccccc32)cc1,-3,1.8,-8,-182,0,-108,0.0,3
C[C@@H]1CN([C@@H](C)CO)C(=O)c2cc(NS(=O)(=O)c3ccc(F)cc3)ccc2O[C@H]1CN(C)Cc1ccc(C(=O)O)cc1,-6,1.8,9,/,-9,4,-1.3,2
Cc1ccc(S(=O)(=O)N(C)C[C@@H]2Oc3ccc(NC(=O)CCCN(C)C)cc3C(=O)N([C@@H](C)CO)C[C@@H]2C)cc1,2,-0.6,1,-4,4,12,1.2,0
OCC1(Cc2ccccc2)CCN(Cc2cccc(F)c2F)CC1,19,1.8,-9,4,19,-1,0.4,2
C[C@@H]1CCCCO[C@H](CN(C)S(C)(=O)=O)[C@H](C)CN([C@@H](C)CO)C(=O)c2cc(NS(=O)(=O)c3cccs3)ccc2O1,5,0.8,6,/,-4,-6,0.4,2
CCOP(=O)(OCC)C(Nc1ccccc1)c1cccnc1 (stereo not drawn),-5,1.6,4,-1,-6,7,0.0,1
CN(CC(=O)Nc1c(Cl)cccc1Cl)C(=O)CNC(=O)c1sc2ccccc2c1Cl,/,-3.6,0,-2,8,-15,0.0,-1
O=C(CC(F)(F)F)N1C[C@@H]2[C@H](c3ccccc31)[C@H](CO)N2C(=O)C1CC1,-6,1.7,-9,2,3,2,0.1,1
CCC1(c2ccccc2)NC(=O)N(CC(=O)NCc2ccncc2)C1=O (stereo not drawn),-5,-1.8,22,10,-2,5,0.0,-3
O=C(NCc1ccccc1)C(=O)NCC1CCCN1S(=O)(=O)c1cccs1 (stereo not drawn),2,-1.8,36,-5,-5,-5,0.0,6
O=C(CNC(=O)c1ccc2ccccc2c1)NC1CCCCC1,-1,-0.4,/,-40,-1,-29,0.0,-1
CCN1C(Nc2ccccc2)=NC[C@@H]1C,-2,-1.6,13,2,7,-8,0.0,2
Cc1cccc(N(Cc2ccccc2)C(=O)c2ccccc2F)c1,-3,-1.6,-2,4,0,8,/,-2
Cc1noc(C)c1NC(=O)N(C)C[C@H]1Oc2ccc(NC(=O)Nc3ccc(F)cc3)cc2CC(=O)N([C@@H](C)CO)C[C@H]1C,6,0.3,5,5,1,-7,0.0,16
Cc1ccc(C(=O)OCc2cc(=O)n3ccsc3n2)s1,3,1.2,30,-5,-4,-25,0.4,3
COc1cc(NC(C)=O)c2ncccc2c1Br,/,-2.1,/,-29,89*,-6,0.1,3
CCNC(=O)C1(C)CCN(C(=O)c2cccc3ccccc23)C1 (stereo not drawn),/,-0.3,4,4,-1,11,0.0,2
CN(Cc1ccccc1)C(=O)c1ccccc1C(=O)OCC(=O)N(Cc1ccccc1)C(C)(C)C,-3,1.1,-67,9,-2,10,0.1,-6
CCCCN(C(=O)CSc1nc2ccccc2s1)c1c(N)n(CCCC)c(=O)[nH]c1=O,1,0.2,/,20,-6,7,0.0,6
Cc1ccc(CN2CC(C(=O)OCc3ccccc3Cl)CC2=O)cc1 (stereo not drawn),-8,1.3,-20,-8,-10,1,0.2,3
COC(=O)COc1ccc2c(c1)O/C(=C\c1cccc([N+](=O)[O-])c1)C2=O,/,-3.4,1,0,-6,6,0.0,0
Cc1cc(Cl)ccc1OCC(=O)Nc1ccncc1,-6,0.6,-20,-19,8,4,0.0,1
O=C(c1cccc(NS(=O)(=O)c2ccccc2)c1)N1CCN(c2ccccc2)CC1,6,-0.7,-53,13,1,6,0.3,-3
CC(=O)N1N=C(C)CC1c1ccc(OCc2ccccc2)cc1 (stereo not drawn),-5,0.8,-7,-22,-8,3,0.0,?
CC(C)CN(C(=O)c1cc(Cl)nc2ccccc12)c1c(N)n(Cc2ccccc2)c(=O)[nH]c1=O,-7,1.8,9,5,56*,8,0.0,0
O=C(Cc1cccc(NC(=O)C2CCCN(C(=O)C3CCCC3)C2)c1)Nc1cccc(C(=O)N2CCCCC2)c1 (stereo not drawn),-5,-1.0,-16,7,?,9,/,-6
C[C@H](CO)N1C[C@H](C)[C@@H](CN(C)C(=O)c2ccccn2)Oc2cc(C#Cc3ccccc3)ccc2S1(=O)=O,3,0.2,-7,-12,-8,4,-0.4,2
COc1cc(OC)c(OC)cc1/C=C1\CCC/C(=C\c2cc(OC)c(OC)cc2OC)C1=O,17,0.4,-42,37,2,6,0.0,5
O=C(C[C@@H]1C[C@H]2c3cc(NC(=O)Nc4ccccc4)ccc3O[C@H]2[C@@H](CO)O1)NCc1cccnc1,-2,-3.9,6,-1,-2,-12,-0.1,/
CCCCC(=O)NC(=O)NC(c1ccccc1)c1ccccc1,-4,0.9,25,-1,-3,-1,0.2,2
O=C1CSC(=S)N1N=C1CCCCCC1,25,-0.4,-2,30,-10,13,0.8,8
Cc1nn2c(COc3ccc(NC(=O)c4ccccc4)cc3)nnc2c2ccccc12,-2,1.7,11,9,-3,-9,0.1,4
CCOC(=O)N1CCN(C(=O)Cn2ncc3c2-c2ccccc2OC3)CC1,/,-2.0,-4,1,5,-8,-0.1,7
C[C@@H]1CCCCO[C@H](CN(C)C(=O)Nc2ccc(F)cc2)[C@H](C)CN([C@H](C)CO)C(=O)c2cc(NC(=O)Cc3ccccc3)ccc2O1,-1,0.0,-25,0,-8,3,-1.2,-2
Cc1ccc(NC(=S)NCc2ccco2)c(C)c1,-4,0.0,1,7,1,-4,0.3,0
O=C(C[C@@H]1CC[C@H]2[C@@H](COC[C@@H](O)CN2Cc2ccccc2F)O1)NCc1ccccc1F,-5,2.0,-1,11,-4,8,-0.1,1
CCOc1ccc(NC(=S)Nc2cccc3ccccc23)cc1,-2,-1.1,7,-132,7,-43,-0.1,6
O=C(NNC(=O)c1ccc(F)cc1F)c1ccc(-n2cnnn2)cc1,-10,0.1,-4,/,2,-10,0.0,-3
N#Cc1nc(-c2ccc(OCc3ccc(Cl)cc3)cc2)oc1N1CCOCC1,-2,-5.9,-4,/,/,31,/,3
CCCc1nnc(NC(=O)COc2ccc3c(c2)OCO3)s1,-3,6.2,-3,2,-6,6,0.0,3

# Part of the list above, with tabs.
Molecule	ARNT-TACC3 inh	CFTR F508del cor	INS-1E GSIS act	PAX8 reporter	DENV2 CPE rescue	EWS-Fli block	XiGFP reactiv	ERp5 block
CO[C@@H]1CN(C)C(=O)c2ccc(NC(C)=O)cc2OC[C@@H](C)N(Cc2ccncc2)C[C@H]1C	/	-2.0	1	/	/	4	-0.1	/
C[C@@H]1CN([C@H](C)CO)C(=O)CCCn2nncc2CO[C@H]1CN(C)C(=O)Nc1cccc(C(F)(F)F)c1	1	-3.0	-22	-5	3	-4	-0.1	1
O=C(NCc1ccc(F)cc1)c1cc(C2CCCCN2C(=O)CCCc2ccccc2)on1 (stereo not drawn)	/	-0.8	-14	-6	9	1	0.0	3

# Next results follow:
SMILES,ARNT-TACC3 inh,CFTR F508del cor,INS-1E GSIS act,PAX8 reporter,DENV2 CPE rescue,EWS-Fli block,XiGFP reactiv,ERp5 block
CSc1ccc(Cn2c(C)c(C(=O)NCc3ccc(F)cc3)sc2=O)cc1,/,0.5,-33,16,-4,11,0.1,0
C[C@@H]1CN([C@H](C)CO)C(=O)c2cc(NS(C)(=O)=O)ccc2O[C@@H](C)CCCCO[C@@H]1CN(C)C(=O)c1ccncc1,-7,2.3,-3,/,0,-5,-0.6,1
CNCc1cc(Br)c(OCC(=O)Nc2ccccc2OC)c(OC)c1,1,1.1,22,35,6,14,0.0,4
Cc1cccc(NC(=S)N/N=C2\CC(C)(C)Oc3ccc(O)cc32)c1,8,-2.8,1,21,1,25,0.1,2
O=S(=O)(c1ccccc1)N1CCCCN2[C@H](CO)[C@H](c3ccc(-c4ccccc4F)cc3)[C@@H]2C1,7,-1.1,0,22,-10,-24,0.0,/
O=C(NCc1ccccc1)C(c1ccc(C(F)(F)F)cc1)N1CCN(CCN2CCOCC2)CC1 (stereo not drawn),/,0.2,-7,-4,9,6,0.1,-5
O=c1cc2c(n[nH]1)-c1ccccc1CC2,-2,4.1,6,-1,-1,4,0.0,-4
CC(=O)Nc1ccc(C(=O)OCCCOC(=O)c2ccc(NC(C)=O)cc2)cc1,-3,-0.7,13,-1,0,/,0.0,2
CCCn1c(C)c(C(=O)OCC)c(O)c(-c2ccccc2)c1=O,/,-1.2,10,4,3,-9,-0.1,2
COc1ccc(C(=O)Nc2nnc(SCC(=O)NCc3ccco3)s2)c(OC)c1,1,-2.1,8,4,14,/,-0.1,0
